S100A4 MyoIIA – S100A4-myosin IIA interaction inhibition | P26447 | S100A4/TAMRA-MyoIIA peptide fluorescence polarization | inhibition, % at 10.7 µM | 360,000 compounds, 0.14% hits | AID 652163;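 active = mean inhibition of at least 70% across replicates, with every replicate also reaching that level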
Target sequence (P26447 whole entry, looked up): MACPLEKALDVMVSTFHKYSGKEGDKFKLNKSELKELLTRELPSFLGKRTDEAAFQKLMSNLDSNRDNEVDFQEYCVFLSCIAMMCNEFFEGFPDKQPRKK
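Test system: S100A4 monomer protein; Medium: HEPES pH 7.2 with CaCl2, KCl, NaCl, DTT, Triton; Probe or stimulus: TAMRA-labelled myosin IIA heavy-chain peptide probe, 5 nM; Doses: one dose per compound; Times: polarization read 5 min after assay mix addition, stable 5–60 min; Benchmarks: neutral control DMSO, positive control TFP.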
SIRT5 block – blocks human SIRT5 desuccinylation of peptide; AID 652115; inhibition, % at 15 µM; Purified SirT5, succinyl-peptide AMC, trypsin-coupled fluorescence; 330,000 compounds, 1.1% hits; Q9NXA8; in the data active = inhibition above about 15%
Target sequence (Q9NXA8 whole entry, looked up): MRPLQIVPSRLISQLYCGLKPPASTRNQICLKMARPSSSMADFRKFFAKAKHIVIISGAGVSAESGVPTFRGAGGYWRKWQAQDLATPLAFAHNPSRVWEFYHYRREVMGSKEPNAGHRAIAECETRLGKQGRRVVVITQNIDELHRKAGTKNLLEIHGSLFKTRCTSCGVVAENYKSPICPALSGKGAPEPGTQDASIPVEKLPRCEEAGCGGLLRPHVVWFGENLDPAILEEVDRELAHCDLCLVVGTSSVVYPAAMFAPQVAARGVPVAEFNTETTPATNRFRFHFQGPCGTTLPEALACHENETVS
FN deposit inh – fibronectin deposition inhibition; AH1F fibroblasts, Alexa488-fibronectin deposition fluorescence, overnight; inhibition, % at 12.6 µM; 350,000 compounds, 0.086% hits; AID 743247;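 active = mean inhibition across replicates of 30% or more, regardless of how many single replicates reach that level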;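 note: positive control wells lacked labelled fibronectin entirely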
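test system = AH1F fibroblasts assembling fluorescent fibronectin matrix | quantity = 10000 AH1F cells per well | buffer or medium = DMEM plus 2% serum, read in PBS | doses = single dose, pinned | incubation = 1 h cell attachment, overnight exposure to compound and label | detection = fluorescence at 485 nm excitation, 525 nm emission | read-out basis = inhibition from reduced deposited-fibronectin fluorescence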
LGR2 inh – blocks bursicon-induced cAMP signaling via Drosophila LGR2. 380,000 compounds, 0.35% hits. HEK293 LGR2, CRE-luciferase, bursicon-stimulated, 4 h. inhibition, % at 9.99 µM;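 active = drop in luminescence signal, shown as inhibition above about 50% in the replicate tests, limit read from the data, passing the limit was not always enough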;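 note: agonist challenge used bursicon conditioned medium at about half maximal strength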
CASP6 VEID inh – caspase-6 (human) enzyme inhibition | P55212 | purified caspase-6, Z-VEID-R110 cleavage fluorescence | inhibition, % at 12.5 µM | 350,000 compounds, 0.53% hits;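 active = mean inhibition across replicates at least about 35%, with every replicate also reaching that limit, limit read from the data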;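 note: 0% = median of neutral control wells and 100% = no fluorescence left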
Target sequence (P55212 24-179 limits assumed): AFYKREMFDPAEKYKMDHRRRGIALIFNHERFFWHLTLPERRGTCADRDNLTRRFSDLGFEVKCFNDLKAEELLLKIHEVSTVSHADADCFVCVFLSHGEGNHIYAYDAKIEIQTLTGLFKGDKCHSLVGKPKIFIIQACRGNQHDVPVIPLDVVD
Target sequence (P55212 194-293 limits assumed): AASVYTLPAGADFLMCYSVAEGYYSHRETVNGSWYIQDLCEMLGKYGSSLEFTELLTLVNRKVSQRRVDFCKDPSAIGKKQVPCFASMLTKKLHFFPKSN
Statin myotox sup – suppression of simvastatin myotoxicity. AID 602340. 330,000 compounds, 0.78% hits. rescue of ATP level, % at 7.49 µM. C2C12 myotubes + simvastatin, ATP luminescence, 48 h; scaled: DMSO 0, geranylgeraniol control 100;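 active = mean ATP rescue above about 67%, or every replicate alone reaching that limit, limit read from the data, passing the limit was not always enough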;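 note: myotubes were challenged with 10 µM simvastatin during compound exposure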
esBAF inh – SWI/SNF esBAF complex inhibition; 350,000 compounds, 2% hits; reporter increase, % at 12.5 µM; mouse ES cells, Bmi1-luciferase knock-in reporter, 24 h; 100% = twice the neutral-well signal; in the data active = activation above about 40%;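 note: 0% = median of the plate's neutral control wells and 100% = double that signal; a rise in the Bmi1 reporter signal indicates esBAF inhibition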
* = called active by the depositor; · = not tested or not shown; & = joins results of further samples. The list is partial; count on the stated rates, not on these rows.

mol	Statin myotox sup	SIRT5 block	FN deposit inh	esBAF inh	S100A4 MyoIIA	CASP6 VEID inh	LGR2 inh
CCOc1ccccc1NC(=O)NCCCCc1ccccc1	·	-2	4	·	-6	1	-1
C[C@@H]1CN([C@H](C)CO)C(=O)c2cc(NC(=O)c3ccccc3)ccc2O[C@@H](C)CCCCO[C@H]1CN(C)C(=O)CCC(F)(F)F	·	7	2	3	1	4	-1
CCCn1nc(C(=O)Nc2cc(S(=O)(=O)Nc3ccc(OC)cc3)ccc2O)c2ccccc2c1=O	4	·	·	0	0	-1	-9
C[C@@H]1CCCCO[C@@H](CN(C)C)[C@H](C)CN([C@H](C)CO)C(=O)c2cc(NC(=O)CCCCCC(=O)Nc3ccccc3N)ccc2O1	·	-5	·	7	5	-2	12
CCC(=O)N1CCC1(C)C(=O)Nc1ccc2scnc2c1 (stereo not drawn)	7	·	0	15	-2	2	21
CCN(C[C@H]1N[C@@](Cc2ccccc2)(C(=O)OC)[C@H]2C(=O)N(Cc3ccccc3)C(=O)[C@@H]12)C(=O)COC	3	-5	-27	4	-2	1	-19
Cc1ccccc1S(=O)(=O)N1CC[C@H]2[C@H](CO)Nc3ccc(-c4ccccc4F)cc3[C@H]21	-22	0	10	0	6	3	-8
COc1ccc(C(=O)NC2CCCCCC2)cc1S(=O)(=O)N1CCCC1	·	4	1	·	-3	-1	7
Cc1ccc(S(=O)(=O)N(CC#N)CC#N)cc1	11	-2	3	-6	1	1	4
C[C@@H]1CCCCO[C@H](CN(C)S(=O)(=O)c2ccc(F)cc2)[C@H](C)CN([C@@H](C)CO)C(=O)c2cc(NC(=O)c3ccncc3)ccc2O1	·	7	2	5	-9	-6	-19
CCOc1ccccc1N(CC(=O)N1CCOCC1)S(=O)(=O)c1ccccc1	-12	·	-2	2	·	·	·
CCNc1nc(N2CCCCC2)nc(-n2nnc(C(=O)OCC)c2C)n1	14	·	-12	0	·	·	·

The results go on.
mol	Statin myotox sup	SIRT5 block	FN deposit inh	esBAF inh	S100A4 MyoIIA	CASP6 VEID inh	LGR2 inh
COc1cc(CCC(=O)Nc2cc(Cl)ccc2N2CCN(C)CC2)cc(OC)c1OC	-9	15	·	2	0	-46	4
COc1cc(OC)c(-c2sc(Nc3ccccc3)n[n+]2-c2ccc(F)cc2)cc1OC	-9	·	-4	-3	-2	0	-1
Cn1ncc2c1ncn1nc(CCc3ccccc3)nc21	-8	-4	·	30	-9	-1	-12
COC(=O)c1ccsc1NC(=O)CN1CCN(c2ncccn2)CC1	-4	·	16	-8	0	-2	-13
COc1cc(C(=O)Nc2nncs2)cc(OC)c1OC	0	·	-3	-12	·	·	·
O=C(CN1C(=O)CCOc2ccccc21)Nc1cccc(S(=O)(=O)N2CCOCC2)c1	-2	0	-5	1	1	-1	-1
CCn1c(C)c(C)c2cc(C(=O)NCCCN3CCOCC3)ccc21	-12	2	5	-4	-35	-7	-13
CCCCCC(=O)Nc1cccc(C2=NOC3(C2)C[C@@H](C(N)=O)N(C(=O)c2ccc(Cl)cc2)C3)c1 (stereo partly drawn)	-1	·	0	-1	·	·	4
O=C(NCCCn1ccnc1)c1ccc(Cl)c(S(=O)(=O)N2CCOCC2)c1	6	-1	·	6	5	-7	-5
CC(C)NC(=O)N1CCCCN2[C@@H](CO)[C@@H](c3ccc(C#C[C@H](C)O)cc3)[C@@H]2C1	·	0	·	·	20	1	-10
O=C(Nc1ccc2oc(=O)c(C(=O)O)cc2c1)Oc1ccccc1	5	·	7	-8	4	8	20
CCN(CC(=O)Nc1c(F)cccc1F)C(=O)c1ccc(OCc2c(C)noc2C)cc1	-4	-1	-1	-4	-6	5	-3

More structures
mol	Statin myotox sup	SIRT5 block	FN deposit inh	esBAF inh	S100A4 MyoIIA	CASP6 VEID inh	LGR2 inh
CCC(=O)N1C[C@@H](C)[C@@H](OC)CN(C)C(=O)c2cc(NC(=O)Nc3ccc(Cl)cc3)ccc2OC[C@@H]1C	-10	2	8	0	-7	·	5
C[C@@H]1CN([C@@H](C)CO)C(=O)c2cccc(NS(=O)(=O)c3ccc(F)cc3)c2O[C@H]1CN(C)Cc1ccc(Oc2ccccc2)cc1	-1	·	·	-4	·	·	-7
Cc1cc(C(=O)N/N=C/c2ccc3c(c2)OCO3)c(C)o1	-8	1	7	30	-1	1	-73
CNC[C@@H](CC1CCCCC1)NC[C@H](CC(C)C)NCCc1cccc(C(F)(F)F)c1	-94	·	62*	-86	4	13	103*
O=C(c1cccc2ccccc12)N1CCN(c2ccc([N+](=O)[O-])c(NCc3ccco3)c2)CC1	·	3	-6	·	-3	-4	-8
C/C=C/c1ccc2c(c1)O[C@@H](CN(C)C(=O)COC)[C@H](C)CN([C@H](C)CO)S2(=O)=O	2	-2	-5	-1	1	-3	13
COc1cccc(/C=C/C(=O)NNC(=O)c2ccncc2)c1	-18	2	5	-5	-2	1	9
COc1cccc(C(O)c2nc(/C=C/c3ccccc3)cs2)c1 (stereo not drawn)	33	·	-3	16	-3	2	13
COc1cccc(C(=O)Nc2ccc(N3CCN(C(=O)c4cccs4)CC3)cc2)c1	·	1	4	·	14	2	17
CNC[C@@H]1Oc2cc(Br)ccc2S(=O)(=O)N([C@H](C)CO)C[C@@H]1C	-14&-1	-3&-5	-2	2&1	-13&10	5&0	-6&-5
Cc1ccc(C(=O)NCc2nnc3c(C(F)(F)F)cc(Cl)cn23)o1	-7	-1	2	-6	-10	8	6
O=C(Oc1cccc(-n2cnnn2)c1)c1ccccc1Cl	·	-18	0	·	-4	46*	1

Next compounds follow.
mol	Statin myotox sup	SIRT5 block	FN deposit inh	esBAF inh	S100A4 MyoIIA	CASP6 VEID inh	LGR2 inh
Cc1ccc(CCNC(=O)C2CCN(C(=O)c3sccc3-n3cccc3)CC2)cc1	2	·	·	2	·	·	11
CC(OC(=O)/C=C/c1ccccc1Cl)C(=O)NC1CCCCC1C (stereo not drawn)	-2	-9	1	-1	38	3	-3
CO[C@H]1CN(C)C(=O)c2cc(NC(=O)Nc3ccccc3)ccc2OC[C@@H](C)N(C(=O)Nc2c(C)noc2C)C[C@H]1C	-5	3	0	2	-2	36*	-13
Cc1cccc(C)c1NC(=S)Nc1c(C)n(C)n(-c2ccccc2)c1=O	·	·	3	·	0	-2	-4
COc1ccc(S(=O)(=O)N2CCc3ccccc32)cc1C(=O)OCc1c(C)noc1C	-10	·	-10	1	·	·	·
COc1cccc(-c2ccc3n(c2=O)C[C@H]2[C@H](CO)[C@@H](C(=O)N(C)C)N(C(=O)C4CCCC4)[C@@H]32)c1	-8	-24	0	-2	6	0	-8
CO[C@H]1CN(C)C(=O)c2cc(NS(C)(=O)=O)ccc2OC[C@@H](C)N(CCC(F)(F)F)C[C@@H]1C	19	-7	-2	-5	-21	·	16
Cc1ccc(Nc2nc(N)nc(CCl)n2)cc1	·	2	-7	·	-3	-2	-46
Cc1ccnc(NC(=O)Cn2c(=O)oc3cc(S(=O)(=O)N4CCCC4)ccc32)c1	-17	12	-2	11	-4	-4	3
CC(OC(=O)CCN=C1NS(=O)(=O)c2ccccc21)C(=O)Nc1ccccc1F (stereo not drawn)	·	3	-5	·	0	1	-13
COc1ccc(NCC(=O)Nc2ccc(C#N)cc2)cc1Cl	-1	·	-12	3	·	·	·
Cc1noc(C)c1NC(=O)NCC[C@@H]1CC[C@H](NC(=O)Cc2cccnc2)[C@@H](CO)O1	-15	-1	5	-1	13	-1	6

Next structures
mol	Statin myotox sup	SIRT5 block	FN deposit inh	esBAF inh	S100A4 MyoIIA	CASP6 VEID inh	LGR2 inh
COc1ccc(NC(=O)N(C)C[C@@H]2Oc3cc(C#CCN(C)C)ccc3S(=O)(=O)N([C@@H](C)CO)C[C@@H]2C)cc1	0	-4	9	-2	-14	0	1
CCOC(=O)CN1C(=O)[C@]2(OCCC=C[C@H]2C)c2c(Br)cccc21	·	0	15	·	-9	-3	5
O=C(c1cccc([N+](=O)[O-])c1)N1CCc2ccccc21	-1	0	-2	-2	-3	0	·
CC1Sc2ccc(S(=O)(=O)CCC(=O)NCc3ccc(Cl)cc3)cc2NC1=O (stereo not drawn)	7	0	-10	3	3	20	11
Cc1sc(NC(=O)CSc2n[nH]c(N)n2)c(C#N)c1C	1	16*	·	8	-8	40*	0
COc1ccc(C=O)cc1CSc1ccccn1	-1	2	2	10	-5	2	-2
CCOC(=O)[C@H]1[C@H]2COc3cc(OC)ccc3[C@@H]2N2C(=O)CN(Cc3ccc(Cl)cc3)C(=O)[C@@]12C	-2	·	-3	-9	-5	1	-12
COCCCNc1ncnc2nc[nH]c12	-5	·	-2	-1	10	-1	-2
Nc1ncnc2c1ccn2[C@H]1CN(Cc2ccc(Cl)cc2)C[C@@H](CO)O1	-10	-3	-4	7	0	2	-1
COc1ccc(/C=C/C(=O)c2cc3cccc(OC)c3oc2=O)cc1	·	-4	-6	10	-10	0	-2
COc1ccc(-n2nc(C(=O)NCC(=O)NCCN(C)C)c3ccccc3c2=O)c(OC)c1	16	-7	·	-1	-2	-3	-1
C[C@H]1CN([C@@H](C)CO)C(=O)Cc2cc(NC(=O)C3CC3)ccc2O[C@@H]1CN(C)C(=O)Nc1ccc(C(F)(F)F)cc1	-33	-1	·	-1	11	0	2

Of the compounds above, these contain a thiophene ring, fused or not.
mol	Statin myotox sup	SIRT5 block	FN deposit inh	esBAF inh	S100A4 MyoIIA	CASP6 VEID inh	LGR2 inh
COC(=O)c1ccsc1NC(=O)CN1CCN(c2ncccn2)CC1	-4	·	16	-8	0	-2	-13
COc1cccc(C(=O)Nc2ccc(N3CCN(C(=O)c4cccs4)CC3)cc2)c1	·	1	4	·	14	2	17
Cc1ccc(CCNC(=O)C2CCN(C(=O)c3sccc3-n3cccc3)CC2)cc1	2	·	·	2	·	·	11
Cc1sc(NC(=O)CSc2n[nH]c(N)n2)c(C#N)c1C	1	16*	·	8	-8	40*	0

Next section.
mol	Statin myotox sup	SIRT5 block	FN deposit inh	esBAF inh	S100A4 MyoIIA	CASP6 VEID inh	LGR2 inh
CCOc1ccc(CN2C(=O)CCC2(C)C(=O)NCc2cccnc2)cc1 (stereo not drawn)	-9	-2	-5	-8	-2	3	0
O=C(Cc1ccc(Cl)cc1)Nc1ccc(C(=O)N2CCOCC2)cc1	·	-3	4	·	-1	-2	15
O=C(Cn1cc2c(n1)CCCC2)NCc1ccccn1	-3	-2	0	2	13	-1	-18
O=C(O)CC(CC(=O)O)c1ccsc1	-8	·	-3	1	4	1	-5
O=C(COc1coc(CN2CCc3ccccc3C2)cc1=O)Nc1ccc([N+](=O)[O-])cc1	0	1	-2	-4	2	12	13
CCCC(=O)Nc1ccc2c(c1)OC[C@H](C)N(C(=O)c1cccnc1)C[C@@H](C)[C@H](OC)CN(C)C2=O	-1	0	2	-1	7	-2	-1
Cc1ccc(NCc2nc(SCC(=O)Nc3ccccc3)n[nH]2)cc1	12	0	-1	4	-23	1	-23
COc1cc(C(=O)N2CCCCC2c2cc(C(=O)NCc3cccnc3)no2)cc(OC)c1C (stereo not drawn)	1	-4	6	3	4	2	8
Cc1noc2ncnc(Oc3ccc(Cl)cc3Cl)c12	·	-4	-11	·	-1	-4	·
CCN(CC)S(=O)(=O)c1ccc(NC(=O)c2cccs2)cc1	-37	1	-7	10	0	3	-47
COc1ccccc1C(=O)NCC(=O)OCC(=O)N1CC(C)OC(C)C1 (stereo not drawn)	2	2	2	-3	-4	1	8
CC(C)NC(=O)N(C)C[C@H]1Oc2cc(Br)ccc2S(=O)(=O)N([C@H](C)CO)C[C@@H]1C	-8	2	-1	-4	12	3	-13
C[C@H]1CCCCO[C@H](CN(C)C(=O)Nc2ccccc2)[C@@H](C)CN([C@@H](C)CO)C(=O)c2cc(NS(=O)(=O)c3ccc(F)cc3)ccc2O1	·	·	1	8	·	·	2
CCOC(=O)C1CCN(S(=O)(=O)c2ccc3c(c2)CC(=O)N3)CC1	-5	0	-5	-10	0	2	12
